TNAP act hi DEA – TNAP (human) activation, high acceptor; P05186; purified TNAP, CDP-star luminescence, 1 M DEA, 30 min; stronger effect = higher value; 0 = EDTA background, 1 = DMSO-only activity; activation factor at 20 µM; 200,000 tested, under 10 active; AID 1136;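 active means activation factor at least 2 at 20 µM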
Target sequence (P05186 whole entry, looked up): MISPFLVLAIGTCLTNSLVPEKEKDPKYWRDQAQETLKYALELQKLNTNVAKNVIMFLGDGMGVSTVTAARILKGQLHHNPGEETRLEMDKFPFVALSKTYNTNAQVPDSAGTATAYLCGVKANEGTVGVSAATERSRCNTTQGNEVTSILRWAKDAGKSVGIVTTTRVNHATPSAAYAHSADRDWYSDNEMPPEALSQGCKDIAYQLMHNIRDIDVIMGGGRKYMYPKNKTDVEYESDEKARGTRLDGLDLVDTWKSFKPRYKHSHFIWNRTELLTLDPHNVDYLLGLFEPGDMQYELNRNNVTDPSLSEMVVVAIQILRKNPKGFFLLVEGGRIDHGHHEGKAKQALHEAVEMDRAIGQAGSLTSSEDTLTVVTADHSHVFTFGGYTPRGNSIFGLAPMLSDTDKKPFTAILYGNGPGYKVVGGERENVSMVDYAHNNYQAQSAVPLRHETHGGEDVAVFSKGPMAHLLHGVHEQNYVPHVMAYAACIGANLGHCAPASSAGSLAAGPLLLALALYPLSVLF
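Test system – human TNAP · Doses – 20 µM single point · Incubation – 30 min, room temperature · Signal – luminescent substrate turnover signal · Read-out basis – activation factor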
TNAP inh hiacc – TNAP (human) inhibition, high acceptor; P05186; purified TNAP, CDP-star luminescence, 1 M DEA; inhibition, % at 20 µM; actives 0.03% (n = 200,000);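 active means over 50% inhibition of tissue-nonspecific alkaline phosphatase at 20 µM in the single-dose screen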;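 further: plate controls were DMSO wells for no effect and EDTA-quenched wells as full inhibition for full effect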
FLuc inhib CS – Photinus pyralis luciferase inhibition counter-screen; inhibition, % at 10 µM; P08659; ATPLite firefly luciferase biochemical luminescence, 10 min; actives 1.5% (n = 200,000); AID 1006;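 active means inhibition above about 50% when tested at 10 µM, limit read from the data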
Target sequence (P08659 whole entry, looked up): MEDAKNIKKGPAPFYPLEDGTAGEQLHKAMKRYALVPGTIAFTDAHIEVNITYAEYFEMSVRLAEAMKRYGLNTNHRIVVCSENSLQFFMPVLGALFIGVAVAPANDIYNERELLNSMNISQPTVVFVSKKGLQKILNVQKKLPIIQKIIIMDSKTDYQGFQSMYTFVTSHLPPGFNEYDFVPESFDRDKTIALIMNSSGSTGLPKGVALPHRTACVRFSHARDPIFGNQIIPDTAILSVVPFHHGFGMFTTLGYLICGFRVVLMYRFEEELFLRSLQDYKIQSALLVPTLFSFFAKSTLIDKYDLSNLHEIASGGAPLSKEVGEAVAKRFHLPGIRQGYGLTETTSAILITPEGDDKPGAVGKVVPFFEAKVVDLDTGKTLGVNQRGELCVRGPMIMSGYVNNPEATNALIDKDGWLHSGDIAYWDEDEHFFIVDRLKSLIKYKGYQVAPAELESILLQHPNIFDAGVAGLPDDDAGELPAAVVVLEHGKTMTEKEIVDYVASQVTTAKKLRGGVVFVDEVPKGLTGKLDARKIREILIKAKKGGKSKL
TNAP inh no acc – inhibitors of human TNAP without phosphate acceptor; inhibition, % at 20 µM; purified TNAP, CDP-star luminescence, 30 min; actives 0.26% (n = 200,000); P05186;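 active means tissue-nonspecific alkaline phosphatase inhibition above about 50% at 20 µM in the single-dose screen, limit read from the data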;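 further: 0% = DMSO negative control and 100% = EDTA positive control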
bIAP inh – blocks bovine intestinal alkaline phosphatase activity; inhibition, % at 20 µM; purified bovine IAP, CDP-star luminescence, 30 min; 190,000 tested, under 10 active; AID 1019;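 active means over 50% inhibition of intestinal alkaline phosphatase at 20 µM in the single-dose screen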
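System: Purified bovine intestinal alkaline phosphatase (IAP) enzyme | Input: IAP diluted 1/65,000,000 in the well | Also added: CDP-star chemiluminescent phosphatase substrate, 30 µM final | Dosing: 20 µM single dose | Times: Enzyme reaction for 30 min at room temperature | Detection: Luminescence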
APP 5UTR inh – APP translation inhibition. SH-SY5Y APP 5'UTR-luciferase reporter, luminescence. inhibition, % at 2 µM. actives 0.82% (n = 190,000). AID 1285;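 active means inhibition above a set limit, derived from the sample mean plus 3 SD, cut at about 45% in these data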; further: values of inactives mirror those of a sister screen read the other way
RAM inhibit – inhibitors of the yeast RAM network | actives 1.8% (n = 190,000) | AID 868 | S. cerevisiae dse1pr::URA3 reporter, 5-FOA growth OD615, 2 d; analog-sensitive cbk1-as2 kinase mutant strain | inhibition, % at 50 µM;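 active means inhibition above a set limit, 3 SD over mean compound inhibition, cut at about 8.4% in these data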;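 further: 0% = DMSO-only wells with no growth and 100% = 10 µM 1-NA-PP1 full growth; inhibition rescues growth on 5-FOA so higher OD means more RAM inhibition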
FLuc act counter – firefly luciferase counter-screen for stimulation assays; activation factor at 10 µM; 200,000 tested, under 10 active; ATPlite luciferase biochemical, luminescence, 10 min; 0 = ATP-free wells, 1 = DMSO control; P08659;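 active means luciferase activation factor, scaled between plate controls, of at least 2 with compound at 10 µM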
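System: Luciferase/luciferin detection reagent, cell-free biochemical luciferase assay | Medium: PBS buffer for ATP | Dosing: Test compounds dosed from 2 mM stocks in 100% DMSO | Timing: 10 min at ambient temperature | Signal: Luminescence measurement of luciferase light output | Evaluation: Luciferase activation, seen as luminescence increase over controls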
L major viab – Leishmania major promastigote growth inhibition | Leishmania major promastigotes, resazurin fluorescence viability | inhibition, % at 10 µM | actives 9% (n = 200,000) | AID 1063; in the data active means inhibition above about 50%;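 further: promastigotes grown with compound for 44 hours at 28 °C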
bIAP act – increases bovine intestinal alkaline phosphatase activity; actives 0.17% (n = 200,000); purified bovine IAP, CDP-star luminescence, 30 min; stronger effect = higher value; fold of DMSO-control signal, blank-subtracted; activation factor at 20 µM; AID 1016;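 active means activation factor of 2 or more at 20 µM, a signal rise over negative controls twice the positive control's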
* hit, by the source's call.

SMILES | TNAP act hi DEA | TNAP inh hiacc | FLuc inhib CS | TNAP inh no acc | bIAP inh | APP 5UTR inh | RAM inhibit | FLuc act counter | L major viab | bIAP act
COc1ccccc1NC(=O)N1CCCC1C(=O)NC12CC3CC(CC(C3)C1)C2 (stereo not given) | 1 | -5 | -2 | -7 | 2 | -3 | 3.3 | 1 | 41 | 1
COc1cccc(N(Cc2nnc3n2CCCCC3)C(=O)Nc2ccccc2)c1 | 1.1 | -8 | -8 | -13 | -4 | -9 | 4.7 | 1.1 | -5 | 1
CCCn1nnnc1NC(=O)c1cccs1 | 1 | 2 | -4 | -7 | 6 | 3 | 0.1 | 1 | -5 | 0.9
CCc1ccc(-c2cn3c(n2)SCC3)cc1 | 1.1 | -8 | 64* | -13 | 13 | -100 | 0.2 | 0.4 | 9 | 0.9
CN1C(=O)/C(=C\c2cc(N=Nc3ccccc3)ccc2O)SC1=S | 0.6 | 36 | 9 | 37 | 27 | 4 | 8.0 | 0.9 | -2 | 0.7
COc1cc(C(=O)NCc2ccccc2)cc(Br)c1OC | 1 | -1 | 1 | -5 | -9 | 21 | 0.1 | 1 | -1 | 1.1
CC(C)Nc1ncnc2c1nnn2Cc1ccccc1 | 1 | -4 | -2 | -10 | -4 | 5 | 0.0 | 1 | -4 | 1
Cc1ccc(NS(=O)(=O)c2ccc(Cl)s2)cc1S(=O)(=O)N(C)C | 1 | -2 | -2 | -6 | -5 | -2 | 1.2 | 1 | 4 | 1
CN1C(=O)/C(=C\c2ccc(-c3ccccc3)o2)SC1=S | 0.9 | 14 | 7 | 19 | 14 | -5 | 4.0 | 0.9 | -7 | 0.9
CCc1ccc(NC(=O)CSc2nc3[nH]ncc3c(=O)[nH]2)cc1 | 1 | -2 | -2 | -54 | -1 | 0 | 3.2 | 1 | -10 | 1
CN(C)CCN(Cc1ccco1)C(=O)c1cc2c(Cl)nc3ccccc3c2s1 | 1 | -1 | -2 | -4 | -13 | 16 | 0.6 | 1 | 91* | 1.1
CCOC(=O)c1c(C)n(O)c2ccc(Cl)cc2c1=O | 0.9 | 8 | -4 | -9 | -2 | 10 | 2.6 | 1 | -8 | 1
O=C(Cc1ccccc1)NCc1ccccn1 | 1 | -1 | -6 | -4 | 0 | -12 | -0.5 | 1.1 | 3 | 1
CN(C)c1ccc(NC(=O)COC(=O)Cn2nnc3ccccc32)cc1 | 1 | -2 | -4 | -6 | 8 | 4 | 2.4 | 1 | -1 | 0.9
COc1ccc(Nc2nc(NCC3CCCO3)c3ccccc3n2)c(OC)c1 (stereo not given) | 1.1 | -8 | -3 | -4 | -9 | -13 | 1.5 | 1 | 100* | 1.1
N#Cc1cncc(-c2ccc3c(c2)OCCOCCOCCOCCOCCO3)n1 | 1 | 0 | -4 | -2 | -8 | -7 | 1.1 | 1 | -8 | 1.1
O=C(O)CCCNc1n[nH]c(=O)[nH]c1=O | 1 | -3 | -3 | -8 | -26 | -16 | 0.4 | 1 | -4 | 1.3
CCOC(=O)c1cc2sc(C)cc2n1CC(=O)N(CC)CC | 1 | -1 | -2 | -8 | 1 | 4 | 0.1 | 1 | 0 | 1
O=C(N/N=C/c1cccc(F)c1)c1c(O)c2c([nH]c1=O)CCCC2 | 1 | 5 | 5 | -7 | 2 | -142 | 2.3 | 0.9 | 29 | 1
CCN1CCN(Cc2c(O)c(Cl)cc3c(C)cc(=O)oc23)CC1 | 1 | -4 | -6 | -9 | -10 | 0 | 1.2 | 1.1 | -2 | 1.1
COC(=O)CS(=O)(=O)c1ccc2c(c1)CC(=O)N2 | 1 | 1 | -2 | -12 | 8 | 0 | 3.5 | 1 | -4 | 0.9
CCN(CC)S(=O)(=O)c1ccc(NC(=O)c2ccc(N(C)S(C)(=O)=O)cc2)cc1 | 1 | -1 | -5 | -7 | 22 | 2 | 0.2 | 1.1 | -4 | 0.8
Cc1ccc(SCC(=O)Nc2ccc(-c3nc4ccccc4[nH]3)cc2)cc1 | 1 | -2 | -2 | -10 | 10 | -8 | 1.2 | 1 | 2 | 0.9
Cc1cccnc1NC(=O)C1CCCN(S(=O)(=O)c2ccc3c(c2)oc(=O)n3C)C1 (stereo not given) | 1.1 | -6 | -6 | -17 | 1 | 6 | 1.9 | 1.1 | -3 | 1
O=C(c1ccc(N2CCOCC2)cc1[N+](=O)[O-])N1CCOCC1 | 0.9 | 6 | -2 | 7 | 11 | -20 | 0.6 | 1 | -10 | 0.9
COc1ccc(Cl)cc1NC(=O)C(=O)NCc1ccncc1 | 1 | -1 | -6 | -34 | -25 | -15 | -0.1 | 1.1 | 1 | 1.2
CN1c2cccc3cccc(c23)N(C)C1(C)C | 0.9 | 9 | -4 | -6 | -2 | 3 | 4.1 | 1 | 99* | 1
COC(=O)COc1ccc2c(=O)c(-c3ccccc3OC)coc2c1 | 1 | -2 | -5 | -4 | 5 | 5 | -0.1 | 1.1 | 1 | 1
CC(NC(=S)Nc1ccc([N+](=O)[O-])cc1)c1ccncc1 (stereo not given) | 1 | 2 | -5 | 4 | 4 | 5 | 1.8 | 1 | -4 | 1
O=S(=O)(NCc1csc(-c2cccnc2)n1)c1cccs1 | 1 | -5 | -8 | -11 | 9 | 25 | 0.9 | 1.1 | -3 | 0.9
Cc1cccc(-c2nnc(SCc3nc4ccccc4[nH]3)n2Cc2ccco2)c1 | 1 | -3 | -5 | -24 | -55 | 0 | 0.6 | 1.1 | 20 | 1.5
Cc1cccc(C)c1Nc1nc2ccccc2o1 | 1 | -3 | -4 | -70 | 12 | 0 | -0.9 | 1 | 27 | 0.9
Cc1ccccc1C(=O)Nc1ccc(N2CCOCC2)nc1 | 1 | -4 | 3 | -10 | 3 | -13 | 2.0 | 1 | 1 | 1
OCc1cn(-c2ccccc2)nc1-c1ccc2c(c1)OCCO2 | 1.1 | -6 | 2 | -10 | 4 | -62 | 0.4 | 1 | 7 | 1
CCC(C)[C@@H](CN(N=O)[C@@H](Cc1ccccc1)CN(C)N=O)N(CCc1ccccc1)N=O (stereo not given in full) | 1.1 | -10 | -9 | -15 | 9 | 10 | 30* | 1.1 | 30 | 0.9
S=C(NCCc1ccc(Cl)cc1)NC1CC1 | 1 | -3 | -10 | -3 | 10 | -9 | -1.4 | 1.1 | 1 | 0.9
COc1ccc(C(=O)CSc2nnc(Cn3nnc4ccccc43)n2C)cc1 | 1.1 | -8 | -5 | 2 | -1 | 17 | 3.4 | 1 | -2 | 1
CC(=O)Nc1cc(-c2ccccc2)nn1Cc1ccc(Cl)cc1 | 1 | -2 | -5 | -12 | -8 | -7 | 3.4 | 1 | 30 | 1.1
CC(C)(C)c1nnc(NC(=O)CS(=O)(=O)Cc2ccccc2)s1 | 1 | -4 | -6 | -8 | -10 | 8 | 2.4 | 1.1 | -8 | 1.1
Cc1cc2cc3c(cc2nc1SCC(=O)N1c2ccccc2CC1C)OCO3 (stereo not given) | 1 | 1 | -6 | -3 | 8 | -3 | 4.0 | 1.1 | 16 | 0.9
CC(=O)Nc1ccc(/C=N/NC(=O)c2cc3cc(C)ccc3nc2C)cc1 | 1 | 0 | 45 | -1 | 2 | -5 | 2.0 | 0.5 | 3 | 1
CC1=C(NCCc2ccccc2)CCC1=O | 1.1 | -9 | -8 | -2 | 17 | 16 | -0.2 | 1.1 | 64* | 0.8
Cc1ccc(-c2ccc(=O)n(CC(=O)NCCN3C(C)CCCC3C)n2)cc1 (stereo not given) | 1.1 | -6 | -7 | -2 | -2 | 3 | 3.3 | 1.1 | -4 | 1
CN(c1cccc(NS(=O)(=O)c2ccccc2)c1)S(C)(=O)=O | 1 | -5 | -1 | 9 | -17 | -6 | 1.3 | 1 | -5 | 1.2
Cc1ccc(C)n1N1C(=O)/C(=C\c2ccc(Cl)cc2)SC1=S | 1 | -1 | -7 | -2 | 15 | 9 | 4.4 | 1.1 | 35 | 0.9
OCC1(CCc2ccccc2)CCN(Cc2cc(F)ccc2-n2cccn2)CC1 | 1.1 | -5 | -3 | -3 | -19 | 4 | 2.0 | 1 | 18 | 1.2
Cc1ccc2oc(=O)c(/C=C(\O)C(C)(C)C)nc2c1 | 1 | -1 | -3 | -7 | -3 | -4 | -0.2 | 1 | 1 | 1
COc1ccc(/C=C2/CCc3ccccc3C2=O)cc1CN1CCOCC1 | 1 | -4 | 10 | -9 | 25 | -33 | -0.1 | 0.9 | 82* | 0.7
COc1ccc(CCNC(=O)CSC2=Nc3ccccc3C3=NC(C(C)C)C(=O)N23)cc1OC (stereo not given) | 1 | -5 | -9 | -12 | 4 | -6 | 0.0 | 1.1 | 5 | 1
CSc1nc2nccc(-c3ccc(-c4ccccc4)cc3)n2n1 | 1.1 | -11 | -8 | -11 | 17 | 13 | 6.5 | 1.1 | -2 | 0.8
(list continues)
SMILES | TNAP act hi DEA | TNAP inh hiacc | FLuc inhib CS | TNAP inh no acc | bIAP inh | APP 5UTR inh | RAM inhibit | FLuc act counter | L major viab | bIAP act
COc1ccc(-c2ccc(-c3noc(-c4ccccc4C)n3)c(OC)n2)cc1 | 1 | -5 | -5 | -8 | 5 | -2 | 16* | 1.1 | 9 | 1
COc1ccc(OC)c(N(CC(=O)Nc2ccc(NC(C)=O)cc2)S(C)(=O)=O)c1 | 1 | -3 | -3 | -10 | 4 | -3 | 1.2 | 1 | -4 | 1
C#CCn1c(=NC(=O)c2cccs2)sc2cccc(OC)c21 | 1 | 0 | 0 | -12 | 18 | -16 | 2.3 | 1 | 24 | 0.8
Cc1c(CCOC(=O)CC23CC4CC(CC(C4)C2)C3)sc[n+]1CC(=O)c1ccccc1 | 0.7 | 31 | 3 | 10 | 32 | -4 | -0.5 | 1 | 91* | 0.7
CCOCC(=O)Nc1cc(C(=O)NCCc2ccccc2)ccc1Cl | 1.1 | -5 | 0 | -3 | -4 | -65 | 1.7 | 1 | 0 | 1

Single records, from the list above:
Record of `COc1ccc(OC)c(N(CC(=O)Nc2ccc(NC(C)=O)cc2)S(C)(=O)=O)c1` : TNAP act hi DEA = 1; TNAP inh hiacc = -3; FLuc inhib CS = -3; TNAP inh no acc = -10; bIAP inh = 4; APP 5UTR inh = -3; RAM inhibit = 1.2; FLuc act counter = 1; L major viab = -4; bIAP act = 1
Record of `Cc1c(CCOC(=O)CC23CC4CC(CC(C4)C2)C3)sc[n+]1CC(=O)c1ccccc1` : TNAP act hi DEA = 0.7; TNAP inh hiacc = 31; FLuc inhib CS = 3; TNAP inh no acc = 10; bIAP inh = 32; APP 5UTR inh = -4; RAM inhibit = -0.5; FLuc act counter = 1; L major viab = 91*; bIAP act = 0.7

Part of the list above in order of SMILES length, largest number first.
SMILES | TNAP act hi DEA | TNAP inh hiacc | FLuc inhib CS | TNAP inh no acc | bIAP inh | APP 5UTR inh | RAM inhibit | FLuc act counter | L major viab | bIAP act
Cc1c(CCOC(=O)CC23CC4CC(CC(C4)C2)C3)sc[n+]1CC(=O)c1ccccc1 | 0.7 | 31 | 3 | 10 | 32 | -4 | -0.5 | 1 | 91* | 0.7
COc1ccc(OC)c(N(CC(=O)Nc2ccc(NC(C)=O)cc2)S(C)(=O)=O)c1 | 1 | -3 | -3 | -10 | 4 | -3 | 1.2 | 1 | -4 | 1
COc1ccc(-c2ccc(-c3noc(-c4ccccc4C)n3)c(OC)n2)cc1 | 1 | -5 | -5 | -8 | 5 | -2 | 16* | 1.1 | 9 | 1

Assay outcomes deposited in PubChem by several laboratories.
